# Screens from PubChem.
# 5HT1E ag: activates the human 5-HT1E serotonin receptor. activation, % at 6 µM. actives 0.69% (n = 65,000). CHO 5-HT1E Ga15 NFAT-bla reporter, FRET; 0% DMSO wells, 100% control agonist wells;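 active = activation above a set limit, the screen-wide mean activation plus 3 SD, cut at about 8.5% in these data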;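 also: 100% = positive control agonist at 1 µM giving full maximal response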
# Target sequence (P28566 whole entry, looked up): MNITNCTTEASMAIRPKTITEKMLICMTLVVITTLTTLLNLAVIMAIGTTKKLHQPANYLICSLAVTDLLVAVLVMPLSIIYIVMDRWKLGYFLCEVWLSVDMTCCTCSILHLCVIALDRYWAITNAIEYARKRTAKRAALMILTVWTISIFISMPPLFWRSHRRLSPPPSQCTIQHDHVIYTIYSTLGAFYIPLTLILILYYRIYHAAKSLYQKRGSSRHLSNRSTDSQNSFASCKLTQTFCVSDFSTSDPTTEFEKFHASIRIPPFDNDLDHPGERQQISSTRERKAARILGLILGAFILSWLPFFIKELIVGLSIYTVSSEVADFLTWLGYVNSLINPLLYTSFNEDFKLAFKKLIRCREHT
# 5HT1E antag: antagonists of human 5-HT1E serotonin receptor | P28566 | CHO 5-HT1E Ga15 NFAT-bla reporter, FRET, antagonist | inhibition, % at 6 µM | actives 0.99% (n = 65,000);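 active = inhibition above a set limit, the mean inhibition across every tested compound plus 3 SD, cut at about 29% in these data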;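 also: signal is the 460 over 535 nm emission ratio of beta-lactamase substrate; 0% = agonist plus DMSO wells and 100% = wells without agonist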
# M1 ag: agonists of M1 muscarinic receptor; CHO-M1 cells, Fluo-4 calcium fluorescence, agonist mode; active compounds read high; actives 3% (n = 64,000); B-score at 10 µM;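 active = fluorescence rise, raw or as B-score row- and column-corrected plate score, outside the 99.7% band of its plate's samples, either direction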
# 5-HT1A blocker: 5-HT1a (human) receptor antagonism; inhibition, % at 10 µM; actives 0.68% (n = 62,000); CHO 5-HT1a Ga15 NFAT-bla reporter, antagonist mode; P08908;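 active = inhibition above the mean of all tested compounds plus 3 SD, cut at about 43% in these data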;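 also: receptor stimulated by 5-CT agonist at 100 nM near EC80; beta-lactamase reporter measured by ratiometric fluorescence of a cleavable substrate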
# S1P1 ag pot: activates or potentiates agonism at human S1P1 receptor; P21453; S1P1 CRE-bla cells, forskolin, beta-lactamase FRET, potentiator mode; S1P1 agonist co-added at EC20, 2 nM; 100% = saturating reference agonist, 0% = basal; AID 449; activation, % at 9.5 µM; actives 0.57% (n = 56,000);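 active = activation above a cutoff set at the mean activation of all tested compounds plus 3 SD, cut at about 54% in these data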;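 also: forskolin at 4 µM as EC80 and the EC20 agonist is SEW2871; 100% = SEW2871 at its EC100 plus forskolin at EC80; some compounds past the cut are filed as inactive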
# Target sequence (P21453 whole entry, looked up): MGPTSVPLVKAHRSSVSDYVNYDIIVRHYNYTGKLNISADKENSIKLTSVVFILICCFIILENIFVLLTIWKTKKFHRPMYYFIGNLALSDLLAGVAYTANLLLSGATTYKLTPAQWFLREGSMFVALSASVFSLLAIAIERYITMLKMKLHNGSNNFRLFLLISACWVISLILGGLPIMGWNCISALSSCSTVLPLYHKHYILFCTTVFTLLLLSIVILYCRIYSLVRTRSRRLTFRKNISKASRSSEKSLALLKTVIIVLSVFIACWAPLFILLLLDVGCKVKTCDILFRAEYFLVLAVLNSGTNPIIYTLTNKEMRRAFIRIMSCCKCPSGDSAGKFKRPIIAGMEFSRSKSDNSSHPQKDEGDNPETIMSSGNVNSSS
# Jurkat tox 60K: cytotoxic compounds reducing Jurkat cell viability. Jurkat E6.1 viability, ATP luminescence, 48 h. inhibition, % at 4 µM. actives 1.2% (n = 56,000). AID 463;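 active = inhibition above the mean inhibition of all tested compounds plus 3 SD, cut at about 28% in these data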
# 5HT1a ag: 5-HT1a (human) receptor agonism | P08908 | CHO 5-HT1a Ga15 NFAT-bla reporter, FRET ratio; 0% basal, 100% maximal reference agonist | activation, % at 10 µM | actives 0.56% (n = 65,000) | AID 567;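 active = activation above the screen-wide mean activation plus 3 SD, cut at about 19% in these data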;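 also: 0% = DMSO wells and 100% = 5-CT at EC100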
# S1P3 ag: S1P3 (human) receptor agonism; S1P3 NFAT-BLA reporter cells, FRET ratio; relative to 1 µM S1P, basal subtracted; AID 373; Q99500; actives 0.1% (n = 60,000); activation, % at 4.5 µM;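 active = activation above the screen-wide mean plus 3 SD, cut at about 4.5% in these data, passing the limit was not always enough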; also: some compounds called inactive have numbers as strong as hits
#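 Measure – % activation relative to 1 µM S1P (100%), per plate · System – stable CHO line with human S1P3, Gα16, NFAT-BLA reporter · Timing – cells plated overnight, compound 4 h 37 °C, substrate 2 h RT · Technique – fluorescent BLA substrate, ex 405 nm, em 460/535 nm ratio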
# M1 antagonist: M1 muscarinic receptor (rat) antagonism; CHO-M1 cells, Fluo-4 calcium, ACh EC80 antagonist mode; active compounds read low; B-score at 10 µM; actives 3.4% (n = 64,000); AID 628;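 active = calcium fluorescence response, raw or row-and-column corrected B-score, differing from the plate sample mean either way at a set confidence level, mostly lower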
# An asterisk follows results filed as active; . = no result given. Random draw from the library; any-hit rate near 8.9%.
SMILES,5HT1E ag,5HT1E antag,M1 ag,5-HT1A blocker,S1P1 ag pot,Jurkat tox 60K,5HT1a ag,S1P3 ag,M1 antagonist
CCOC(=O)N1CCN(Cc2nc3c(c(=O)n(C)c(=O)n3C)n2CCCc2ccccc2)CC1,1.8,-4.4,-0.768,-14.4,-1.4,9.1,3.0,-1.0,-0.518
Cn1c(=O)c2c(nc(SCC(=O)c3cccs3)n2Cc2ccc(F)cc2)n(C)c1=O,1.3,-10.3,-0.392,-5.5,-11.5,2.8,0.3,2.7,-0.701
c1ccc2c(c1)nnn2Cc1nnc2sc(-c3ccncc3)nn12,0.9,3.3,0.0136,-4.1,-5.5,2.9,0.9,-1.7,-0.0241
CC#CCCCC(=O)Nc1cc(OC)nc(OC)n1,-0.3,-3.2,-0.589,-6.1,-15.2,4.4,-0.5,0.0,0.54
Cc1sc(NC(=O)CSc2nnc(C)c(=O)[nH]2)c(C#N)c1C,-1.3,-0.1,0.485,5.5,-9.2,-2.3,-1.7,-1.0,0.0217
CCC1(C)Cc2c(C#N)c(N)n(-c3ccccc3)c(=O)c2CO1 (configuration not stated),0.5,21.9,0.0831,7.9,-12.6,2.9,0.4,-0.8,0.59
CCOC(=O)CSc1nc2ccccc2n1CC(=O)NC(C)(C)C,-0.2,4.7,-0.0856,-3.0,4.9,7.1,-0.6,-1.2,0.0983
O=C(O)CCC(=O)OC1CC2CCC1C2 (configuration not stated),-0.7,0.3,-0.11,3.1,13.5,-2.4,-0.7,0.3,0.246
COc1ccc(C)cc1S(=O)(=O)N(CC(=O)N1CCOCC1)Cc1ccccc1,-0.2,-11.5,0.0795,1.1,-5.1,-3.0,-0.6,0.0,-0.0208
O=C(COC(=O)CCN1C(=O)c2ccccc2C1=O)Nc1ccc(S(=O)(=O)N2CCCC2)cc1,-0.3,-6.6,-0.0189,-3.7,-7.7,-1.1,-1.9,-1.3,1.04
CCCCn1c(=NC(=O)c2cccnc2)c(C(=O)OCC)cc2c(=O)n3ccccc3nc21,-0.1,19.3,8.84*,-2.0,.,.,1.7,.,-0.361
CCCC(C)n1[nH]c(=O)cc1N (configuration not stated),0.1,-6.0,0.888,.,15.8,.,-2.7,-2.6,-0.128
COC(=O)C1=C2SC(C)C(=O)N2C(N)=C(C#N)C1c1cc(OC)c(OC)c(OC)c1 (configuration not stated),0.5,-3.9,0.0627,16.9,-15.4,-1.7,-0.9,-0.8,0.5
NC(=O)c1cc(Cl)cn(-c2ccccc2)c1=O,-0.2,-3.2,-0.0645,0.3,-17.2,-3.0,-3.0,-1.5,0.0085
CCOC(=O)CSc1nnc2n1C(C)(C)Cc1ccccc1-2,0.1,0.0,-0.174,-18.3,2.9,-3.3,1.7,0.0,0.263
Cc1nn(CC(=O)NCCN2CCOCC2)c(=O)c2ccccc12,-0.4,-8.8,-0.353,.,3.9,.,-2.5,-2.0,-0.605
COc1cccc(NC(=O)C2CCN(c3ncccn3)CC2)c1,-0.6,4.5,-0.698,1.7,11.4,4.3,-1.8,-0.3,-0.775
Cc1cnc(NC(=O)CN2C(=O)C3CC=CCC3C2=O)s1 (configuration not stated),0.1,-7.0,-0.0592,-9.2,2.1,-2.4,1.5,-0.2,0.0543
Nc1ncnc2nc(SCCc3ccccc3)[nH]c12,-1.2,-0.9,-0.212,-9.0,5.7,10.3,-3.0,-1.5,0.101
Cc1ccc(C(=O)COc2cccc(NC(=O)c3ccco3)c2)cc1,0.2,-3.1,1.03*,-0.8,.,12.0,-2.6,0.2,-0.802
C=CCC(CC=C)(C(=O)O)c1ccccc1,-0.3,-5.5,-0.0693,-2.2,-8.5,-6.2,-5.0,0.3,-0.831
Cc1cccc2cc(CN(Cc3nnnn3C3CCCC3)C3CCCCC3)c(=O)[nH]c12,1.0,32.7*,0.491,-1.9,-14.5,-5.1,0.2,-0.4,0.166
O=C(O)c1ccccc1C(=O)N1CC=C(c2ccccc2)CC1,12.0*,-5.3,-0.269,1.4,-4.2,0.6,6.8,-0.3,-0.406
c1cc2nncn2nc1N1CCCC1,0.2,4.2,-1.29,4.2,-14.6,-2.4,-3.4,0.2,-1.62
COC(=O)c1ccc(CSc2ncnc3c2nnn3-c2ccc(F)cc2)o1,-0.8,-5.6,0.0104,-18.2,-19.7,2.2,-3.4,-0.1,0.311
CCOC(=O)c1cnc(SCC(=O)Nc2sc(C)c(C)c2C#N)nc1N,-0.3,-3.3,-0.249,1.7,-15.0,-7.3,-2.7,0.2,0.0404
CN1CCN(CCN2CCn3c2nc2ccccc23)CC1,-0.4,0.4,0.0249,-14.3,-2.3,-3.0,0.8,0.0,0.0499
CCCc1ccc(C(=O)N2CCN(c3ccccc3OCC)CC2)cc1,-0.5,1.8,-0.436,5.5,-0.3,0.3,0.5,-0.7,0.0094
CCCCC(=O)Nc1ccc(NC(=O)c2ccc3c(c2)OCO3)cc1OC,0.3,-1.5,-1.74,-14.2,.,-1.9,-1.1,-0.5,0.951
CCCCC(c1nnnn1Cc1ccco1)N1CCN(c2nc3ccccc3s2)CC1 (configuration not stated),0.1,3.2,-0.613,20.5,26.0,10.5,0.1,-1.6,-3.31*
COc1ccc(N(CC(=O)Nc2nc3ccc(C)cc3s2)S(=O)(=O)c2c(C)nn(C)c2C)cc1,-0.8,0.2,-0.556,20.9,-0.9,-6.0,-0.3,-1.1,-0.0104
CN(c1nc2ccccc2n2c(-c3ccco3)nnc12)S(=O)(=O)c1ccccc1,-0.8,2.2,-0.415,3.7,-12.4,-3.3,0.6,-0.8,-0.053
O=C(COc1ccc(S(=O)(=O)NC2CCCC2)cc1)N1CCCCCC1,-0.1,-2.4,-1.4,-11.8,.,-3.7,0.4,-0.9,0.166
O=C1C2C(C(=O)N1Cc1ccco1)C1C=CC2C12CC2 (configuration not stated),0.2,-4.5,0.294,-2.0,-8.1,0.6,-4.9,1.1,-1.04
O=C1CCc2cc(S(=O)(=O)NCCC(=O)N3CCN(c4cccc(Cl)c4)CC3)ccc2N1,2.1,-3.4,0.47,11.3,18.0,3.3,0.1,-1.3,0.585
Cn1c(C(O)c2ccc(Cl)cc2)nc(Cl)c1Cl (configuration not stated),0.4,0.4,0.395,-6.3,8.5,-9.2,0.1,0.3,-0.0561
CCOC(=O)c1cnc(SCc2nc(N)nc(Nc3ccc(F)cc3)n2)nc1N,0.6,3.0,-1.33,-13.3,-65.9,4.4,-0.7,-0.9,0.81
Cc1c(C(Nc2ccccn2)c2ccccc2)c(=O)n(-c2ccccc2)n1C (configuration not stated),0.0,0.6,-0.000534,.,-9.4,.,1.6,-3.1,0.385
COC(=O)C1=C(CN2CCN(C)CC2)NC(=O)NC1c1cc(C)ccc1C (configuration not stated),-1.0,-5.2,.,4.2,3.1,3.8,-0.7,-0.6,.
CCOCCCN1C(=O)CN(C2CCCCC2)C(=O)C1c1ccc(OCC)c(OC)c1 (configuration not stated),-1.6,8.0,0.862,4.5,.,.,0.9,.,-0.00118
C=CCc1ccccc1OCCCCN1CCCC1,10.2*,7.3,0.197,19.5,-3.5,14.3,2.5,-1.9,-3.42*
COCC(=O)Nc1ccc(C(N)=O)cc1,0.5,-5.8,-0.0835,-6.4,.,0.9,0.9,-0.4,-0.00802
CCn1c(SCC(=O)Nc2cccc(F)c2)nnc1-c1cc2cc(Br)ccc2o1,-0.2,2.1,-0.614,-5.4,6.6,-3.1,-0.1,0.7,0.0964
COc1cccc(CNC(=O)C2CCN(S(=O)(=O)c3cnc[nH]3)CC2)c1,0.3,-5.0,-0.316,-3.7,13.1,1.7,-2.8,-0.7,0.578
CCc1nnc(NS(=O)(=O)c2ccc(NS(=O)(=O)c3ccccc3)cc2)s1,-0.8,7.3,0.189,0.3,4.9,-6.5,0.0,-0.8,1.29
Cc1ccc(Cn2nnnc2CN2CCC(O)(c3ccccc3F)CC2)cc1,-0.6,13.7,-0.559,14.7,.,.,-2.3,.,-0.143
Cc1ccccc1N1C(N)=NC(N)=NC1(C)C,0.7,2.3,0.555,0.4,-14.5,-3.0,-4.0,-0.3,0.0011
O=C(Cn1nnc(-c2ccccc2NC(=O)c2ccco2)n1)NC1CCCCC1,0.5,0.1,0.12,11.7,-6.2,0.7,-5.2,-1.5,-0.732
COc1cc(CC(=O)Nc2ncc(C)s2)cc(OC)c1OC,0.1,14.5,0.876,5.4,14.4,6.3,-3.3,0.2,1.84
COc1cc(CCC(=O)OCc2nnc(-c3ccccc3)o2)cc(OC)c1OC,-0.8,-7.4,-1.45,-5.6,19.9,6.8,-1.0,-0.3,0.793
# Other compounds follow.
SMILES,5HT1E ag,5HT1E antag,M1 ag,5-HT1A blocker,S1P1 ag pot,Jurkat tox 60K,5HT1a ag,S1P3 ag,M1 antagonist
COc1ccc(OC)c2[nH]c(=O)c(CCNC(C)=O)cc12,0.3,7.0,0.133,-5.8,-11.0,-5.0,1.4,-1.4,-0.294
COc1ccc2[nH]c(=O)c(CN(Cc3nnnn3CCc3ccccc3)CC3CCCO3)cc2c1 (configuration not stated),0.2,0.0,0.197,10.8,5.8,6.7,1.2,-0.7,0.00605
COc1nc(Oc2ccc(=O)n(C)n2)nc(N(C)C)n1,-1.8,-4.4,-0.195,11.9,12.3,4.9,-5.2,-1.6,0.0226
O=C(O)Cn1nc(C(F)(F)F)c2c1CCC2,6.3,-7.2,0.014,-16.7,-17.1,-4.4,-4.2,-1.0,-0.0118
CCN(CC)S(=O)(=O)c1csc(C(=O)NCc2ccccc2)c1,-0.6,3.9,0.833,15.2,.,.,0.4,.,0.0177
CC1CCN(C(=O)Nc2cccc(NC(=O)N3CCC(C)CC3)c2)CC1,-0.9,6.2,0.778,4.3,0.5,-4.1,-2.6,-0.4,0.355
O=C1C2C3C=CC(C3)C2C(=O)N1CCN1CCN(S(=O)(=O)c2ccc3ccccc3c2)CC1 (configuration not stated),0.2,-1.5,0.458,-16.1,.,.,1.1,.,-0.163
CCCCCC1CC(CC(C)C(=O)Nc2nncs2)C(=O)O1 (configuration not stated),-0.8,1.6,-0.139,3.6,-7.3,0.5,-2.0,0.1,-0.215
Cc1cccc(NCc2ccccc2O)c1C,0.1,-11.9,0.315,-3.0,-9.3,6.2,0.6,-0.3,-0.436
O=C(COC(=O)CCC(=O)Nc1nccs1)NCc1ccco1,0.5,8.6,-0.0097,2.6,6.3,-6.2,-3.5,-1.1,0.54
CCOc1ccc(C(C)=O)cc1N1C(=O)C2C3C=CC(C3)C2C1=O (configuration not stated),-0.4,7.9,.,1.0,-7.7,-0.1,-4.3,-0.3,.
OC(CNCCCN1CCCCC1)COc1ccccc1 (configuration not stated),0.1,-6.7,0.035,.,1.5,.,-0.2,-1.1,0.216
S=c1[nH]nc(-c2ccccc2)n1Cc1ccccc1,0.6,-4.8,-0.647,.,-11.4,.,0.1,0.5,-0.491
CC(C)CC(c1nnnn1CC1CCCO1)N1CCN(c2cccc(Cl)c2)CC1 (configuration not stated),4.1,4.0,0.228,23.3,7.1,-7.1,-1.5,-1.0,1.71
COCc1nnc(NS(=O)(=O)c2ccc(NC(C)=O)cc2)s1,0.0,-2.7,0.013,-3.5,-21.8,-5.8,-0.3,1.3,-0.046
CSc1nnc(-c2sc3cc(Cl)ccc3c2Cl)n1C,0.6,10.7,-0.0114,21.4,16.2,4.4,5.1,-0.6,-1.05
